CCT chaperon mod – cytosolic chaperonin activity modulation. AID 651819. hit rate 0.3% among 360,000. purified chaperonin ATPase assay, HTRF ADP detection, 30 min. activity change, % (test concentration not listed), hits read low; in the data active means activity change below about -30%; further: on the % scale 0 is the no-effect control and ±100 the full control effect
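ATPase activity: ADP formed was measured by HTRF Transcreener (665/615 nm ratio) after 30 min at 37 deg C with 10 uM ATP. Compounds screened at one 76 uM concentration against 40 or 20 nM TRiC in Tris pH 7.4/KCl/MgCl2/DTT buffer.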
EPAC1 antag – blocks human EPAC1 exchange factor; O95398; Potency, µM (series often up to 115 µM), without a hit: top-dose activity change, negative = inhibition, most hits filed as inhibitors; EPAC1 GEF assay, Rap1b-BODIPY-GDP exchange fluorescence; hit rate 0.14% among 360,000;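 further: potency means the concentration at half of the fitted maximal effect; plate controls were vehicle for no effect and positive control for full effect; nearly all actives have a fitted effect of over 50% in size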
WRN helicase inh – inhibitors of human WRN helicase; Potency, µM (top dose mostly 114 µM), inactives show top-dose activity change, negative = inhibition, hits mostly inhibitors; WRN helicase unwinding, fluorescent forked duplex, kinetic; AID 651768; Q14191; hit rate 0.46% among 360,000; further: potency means the concentration at half of the fitted maximal effect; on the % scale 0 is the no-effect control and ±100 the full control effect; nearly all actives have a fitted effect of over 55% in size
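Screening of the MLSMR collection measured strand separation of a quenched forked DNA duplex (100 nM) by 20 nM WRN with 2 mM ATP, all final. Compounds were preincubated with enzyme 15 min at room temperature.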
EPAC2 antag – blocks human EPAC2 exchange factor | Q8WZA2 | EPAC2 GEF exchange of Rap1B-BODIPY-GDP, fluorescence | Potency, µM (titrated, usually from 114 µM), inactives show top-dose activity, negative = inhibition, usual class: inhibitors | hit rate 0.18% among 360,000 | AID 720708; further: potency means the concentration at half of the fitted maximal effect; on the % scale 0 is the no-effect control and ±100 the full control effect; nearly all actives have a fitted effect of over 45% in size; many of its hits are not listed in these tables
PLK1 PBD inh – PLK1 (human) polo-box domain binding inhibition. hit rate 2.8% among 360,000. Plk1 PBD binding of FITC phosphopeptide, fluorescence polarization. P53350. Potency, µM, inactives show max response, negative = inhibition, usual class: inhibitors; further: potency means the concentration at half of the fitted maximal effect; series mostly up to about 57 µM; on the % scale 0 is the no-effect control and ±100 the full control effect; nearly all actives have a fitted effect of over 65% in size
Target sequence (P53350 whole entry, looked up, the tested form may be a part): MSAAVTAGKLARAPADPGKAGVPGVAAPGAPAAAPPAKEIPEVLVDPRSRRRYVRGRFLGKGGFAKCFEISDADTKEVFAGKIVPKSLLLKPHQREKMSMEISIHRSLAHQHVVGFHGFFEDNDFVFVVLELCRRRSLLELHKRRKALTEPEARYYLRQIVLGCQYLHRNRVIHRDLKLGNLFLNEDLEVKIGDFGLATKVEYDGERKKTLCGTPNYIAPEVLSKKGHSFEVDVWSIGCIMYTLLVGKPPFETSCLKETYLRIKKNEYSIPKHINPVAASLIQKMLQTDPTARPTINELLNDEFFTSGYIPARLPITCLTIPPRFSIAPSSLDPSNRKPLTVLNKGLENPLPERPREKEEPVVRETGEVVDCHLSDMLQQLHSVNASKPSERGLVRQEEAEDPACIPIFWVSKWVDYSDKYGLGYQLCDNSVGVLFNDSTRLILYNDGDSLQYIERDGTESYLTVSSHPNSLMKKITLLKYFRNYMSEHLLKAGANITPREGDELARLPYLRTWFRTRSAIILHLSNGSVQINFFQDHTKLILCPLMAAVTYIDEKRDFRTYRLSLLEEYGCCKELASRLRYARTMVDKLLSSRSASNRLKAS
EPAC1 ag – EPAC1 (human) agonism | AID 720707 | EPAC1 agonist qHTS, biochemical assay; response scale: 100% = response to 6.5 mM cAMP | Potency, µM (titrated, usually from 154 µM), without a hit: top-dose activation, hits mostly activators | hit rate 0.073% among 360,000; further: potency means the concentration at half of the fitted maximal effect; nearly all actives have a fitted effect of over 60% in size
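Compounds were pinned as a concentration titration into mixtures of EPAC1 (100 nM), BODIPY-GDP-loaded Rap1B (250 nM) and GDP (50 uM). After 5 min at room temperature, fluorescence was followed for 30 min; activity was scaled to 6.5 mM cAMP.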
Mm-Cpn inhibitor – M. maripaludis TRiC chaperonin inhibition; purified Mm-Cpn ATPase, ADP Transcreener TR-FRET; Potency, µM (top dose mostly 76.9 µM), without a hit: top-dose activity, negative = inhibition, usual class: inhibitors; hit rate 0.031% among 330,000; AID 504842; further: potency means the concentration at half of the fitted maximal effect; on the % scale 0 is the no-effect control and ±100 the full control effect; nearly all actives have a fitted effect of over 80% in size
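Purified archaeal chaperonin (25 nM final) was preincubated with compound for 10 min at 37°C, then ATP (10 uM final) was added for 30 min at 37°C in Tris pH 7.4/KCl/MgCl2/DTT buffer. ADP was quantified by HTRF Transcreener TR-FRET.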
PI5P4Ka inh – PI5P4K alpha (human) kinase inhibition; P48426; PI5P4Kalpha enzyme, ADP-Glo luminescence, 60 min; stronger effect = lower value; max response, %; hit rate 1.2% among 330,000; AID 652105; active means max response of -50% or lower; inconclusive means between -30% and -50%; inactive means -30% or higher; further: value at the top dose of about 77 µM; on the % scale 0 is the no-effect control and ±100 the full control effect
Target sequence (P48426 whole entry, looked up): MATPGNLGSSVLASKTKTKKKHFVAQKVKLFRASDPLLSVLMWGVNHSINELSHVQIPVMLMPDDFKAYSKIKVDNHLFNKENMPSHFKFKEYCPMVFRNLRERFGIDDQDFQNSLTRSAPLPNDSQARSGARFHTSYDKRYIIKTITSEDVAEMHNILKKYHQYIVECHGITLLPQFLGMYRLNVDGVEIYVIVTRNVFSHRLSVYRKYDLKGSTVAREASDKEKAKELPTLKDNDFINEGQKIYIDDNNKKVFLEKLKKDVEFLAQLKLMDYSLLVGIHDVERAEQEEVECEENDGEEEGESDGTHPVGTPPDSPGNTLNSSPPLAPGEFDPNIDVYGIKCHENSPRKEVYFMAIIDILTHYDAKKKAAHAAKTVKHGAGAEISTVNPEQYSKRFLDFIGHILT
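Reactions run in 0.038 M HEPES pH 7.4, 0.28 mM EGTA, 0.1% CHAPS and 5% DMSO, with PI5P4Kalpha, substrate, compound and 5 microM ATP final, one hour at room temperature. Readout is ADP-Glo luminescence.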
Active calls of the source: *; ? = inconclusive; / = not tested or not shown; [ ] = remark or other dose. Unless noted, the call rests on the fitted dose curve; in most records, active means well fitted curve in the direction sought with a large enough effect; inconclusive means small, poorly fitted or top-dose-only effect, or another doubt; inactive means no such curve, though single readings can be large; an effect the other way counts as inactive or inconclusive. Not all compounds are listed (hit frequency here may not be typical).

SMILES	CCT chaperon mod	EPAC1 antag	WRN helicase inh	EPAC2 antag	PLK1 PBD inh	EPAC1 ag	Mm-Cpn inhibitor	PI5P4Ka inh
FC(F)(F)c1nc2ccccc2n2c(-c3c(Cl)cccc3Cl)nnc12	1.0	8%	-4%	5%	-2%	-13%	1%	5
Cc1cccc(-c2n[nH]c(=S)n2/N=C/c2ccco2)c1	-4.2	-16%	1%	-6%	-3%	0%	2%	4
COc1ccc(Cc2ccc(OC)c(N)c2)cc1N	-6.0	10%	2%	1%	-7%	5%	2%	/
Cc1ccc(Oc2ccccc2)c(NC=O)c1	1.4	18%	3%	15%	-6%	2%	1%	/
Cc1cc(C)nc(SCSc2nc(C)cc(C)n2)n1	-1.5	0%	13%	-3%	-21%	3%	0%	4
O=C1CSC(c2cn(-c3ccccc3)nc2-c2ccc3c(c2)OCCO3)N1CCN1CCOCC1 (stereo not given)	-3.8	-18%	0%	-4%	-4%	0%	0%	9
CC(C)c1ccc(-c2nc(N3CCOCC3)[nH]c(=O)c2C#N)cc1	-1.0	9%	-1%	0%	-8%	4%	0%	/
CCOC(=O)c1ccc(NC(=O)CCNS(=O)(=O)c2cc(Br)cnc2N)cc1	-0.3	-9%	-13%	-7%	-6%	2%	1%	-1
O=C(N[C@H]1C/C=C\C[C@@H](CC(=O)N(CCO)Cc2ccccc2)C(=O)N2CCC[C@@H]2COC1=O)OCC1c2ccccc2-c2ccccc21	2.7	-3%	-4%	-14%	-8%	-5%	0%	-16
O=[N+]([O-])c1ccc2nc(N3CCCC3)sc2c1	-1.3	25%	0%	5%	-28%	12%	-1%	-1
CCOC(=O)C1(Cc2ccc(Cl)cc2)CCN(C(=O)c2cc(C)nc(C)n2)CC1	-3.9	-7%	-8%	-1%	-7%	4%	0%	0
O=C(Cn1[nH]c(=O)c2ccccc2c1=O)NC1CCN(Cc2ccccc2)CC1	-0.7	-17%	13%	4%[57.1 µM]	-1%	0%	2%	-4
Nn1c(SCc2ccc(C(=O)O)cc2)nnc1-c1ccc(Cl)cc1Cl	-0.6	5%	6%	-5%	-2%	2%	-1%	3
COc1ccc2nc(N=NC3=C(O)CC(C)(C)CC3=O)sc2c1	2.0	-29%	-3%	-16%	-18%	2%	-4%	-14
N#Cc1cc2c(nc1SCC(=O)Nc1sc3c(c1C#N)CCC3)CCCCC2	-3.1	4%	-15%	8%	-6%	5%	2%	/
CCC(C)(C)NC(=O)C(c1ccc(OC)cc1)N(C(=O)CCC(=O)Nc1cc(C)on1)c1ccc(F)cc1 (stereo not given)	0.9	-10%	-5%	-7%	-4%	-2%	0%	-3
COc1ccc(Cl)cc1S(=O)(=O)N1CCC(C(=O)NCCC2=CCCCC2)CC1	-4.9	-15%	-7%	1%	3%	-6%	0%	-2
COc1ccc(C(CNC(=O)c2sccc2C)N2CCOCC2)cc1 (stereo not given)	0.6	16%	5%	20%	-2%	2%	0%	2
Cc1ccc(NC(=O)CSc2nccn2Cc2ccco2)c(C)c1	-1.5	-1%	6%	8%	1%	0%	2%	-7
CCc1nnc(NCn2nc(C)cc2C)s1	-0.6	4%	4%	8%	-3%	-2%	/	1
CCOC(=O)c1c(C)c(C(=O)NCCCOC)c(C)n1C	-1.4	-11%	-2%	-9%	-8%	6%	2%	/
COC(=O)[C@@]12C[C@@H](CC(=O)N3CCCC3)C(=O)N(Cc3cccc4ccccc34)C1=CCC(C)(C)C2	/	4%	-7%	-16%	-5%	6%	/	2
O=C(NN=C1CCCCCC1)c1cc(-c2ccccc2)nc2ccccc12	-0.6	-16%	-6%	-4%	3µM*	-1%	-4%	?
COc1ccc(NC(=O)Nc2cccc3c2O[C@H](CN(C)Cc2ccc(-c4ccccc4)cc2)[C@@H](C)CN([C@H](C)CO)C3=O)cc1	1.1	?	-4%	-6%	-1%	-3%	-1%	-1

Gathered by group: the entries above with a cyano group
SMILES	CCT chaperon mod	EPAC1 antag	WRN helicase inh	EPAC2 antag	PLK1 PBD inh	EPAC1 ag	Mm-Cpn inhibitor	PI5P4Ka inh
CC(C)c1ccc(-c2nc(N3CCOCC3)[nH]c(=O)c2C#N)cc1	-1.0	9%	-1%	0%	-8%	4%	0%	/
N#Cc1cc2c(nc1SCC(=O)Nc1sc3c(c1C#N)CCC3)CCCCC2	-3.1	4%	-15%	8%	-6%	5%	2%	/

Next section:
SMILES	CCT chaperon mod	EPAC1 antag	WRN helicase inh	EPAC2 antag	PLK1 PBD inh	EPAC1 ag	Mm-Cpn inhibitor	PI5P4Ka inh
CCOc1ccc(C(=O)NCC2CCCO2)cc1 (stereo not given)	-1.0	-1%	-2%	-3%	5%	-4%	0%	/
Cn1cccc1/C=C1\SC(=O)N(CC(=O)Nc2ccc(F)cc2)C1=O	1.0	39%[activator]	3%[11.6 µM]	-4%	-9%	13%	2%	-2
COc1ccc(C(=O)N2CCOC23CCN(c2ncccn2)CC3)cc1	-0.6	4%	12%	0%	-14%	-8%	0%	-5
CCOc1cc(/C=N/NC(=O)c2ccc(CSc3nncn3C)cc2)ccc1OCC(=O)N1CCOCC1	-3.1	-3%	-4%	-4%	-3%	12%	-3%	1
CCOC(=O)CC(=O)CSc1nc(CC)c(C)cc1C#N	-1.1	-19%	-8%	1%	-8%	3%	-8%	3
COc1ccc(-c2sc3ccc(OC)cc3c2C#Cc2ccccn2)cc1	-2.6	-1%	-2%	2%	4%	-18%	-20%	29
O=C(/C=C\Nc1ccc2c(c1)OCO2)c1ccccn1	-2.9	-1%	-48%	27%	-13%	-15%	-4%	-19
COc1ccc(S(=O)(=O)N[C@@H](CC(C)C)C(=O)O)cc1	1.3	13%	1%	0%	-8%	13%	0%	/
COc1cc(CN2CCNC(=O)C2CC(=O)NCCCC2CCCC2)cc(OC)c1 (stereo not given)	-0.4	-5%	-1%	0%	-26%	-15%	2%	9
COc1ccccc1C(=O)Nc1ccc2c(c1)nc1n2CCSC1	-2.3	-2%	-17%	0%	-2%	14%	-5%	/
COc1ccc(-n2c(SCC(=O)N(C)c3ccccc3)nc3c([nH]c4ccccc43)c2=O)cc1OC	-3.1	13%	7%	8%	-2%	3%	-2%	1
C/C=C\C(=O)Nc1cccc(C2=NOC3(C2)C[C@H](C(N)=O)N(C(=O)[C@H]2CCC(=O)N2)C3)c1 (stereo not given in full)	-3.3	-2%	8%	14%	3%	-24%	-5%	2
Clc1cccc(N=NN2CCOCC2)c1Cl	-0.2	13%	4%	-9%	4%	-3%	1%	0
CN(CCc1ccccc1)C(=O)c1cccc(NC(=O)Cc2cccc(NC(=O)C3CCN(C(=O)C4CCCC4)CC3)c2)c1	1.4	-23%	2%	16%	-5%	-23%	/	-4
CCOC(=O)C1CCN(Cc2ccccc2C)CC1	2.0	7%	-3%	9%	-5%	4%	-2%	/
CC(C)c1ccc(NC(=O)C2C3C=CC(CC3)C2C(=O)O)cc1 (stereo not given)	-0.6	-4%	-32%	6%	-22%	7%	/	-2
COc1cccc(NC(=O)CCC2CCN(C(=O)c3c(C)noc3C)CC2)c1	1.1	-3%	-4%	1%	-3%	5%	0%	-1
CCOc1cccc(-c2cnc3cccnn23)c1	1.8	1%	-2%	-26%	3%	1%	/	-3
CSc1ncccc1C(=O)OCC(=O)Nc1ccc(C)c(S(=O)(=O)N2CCOCC2)c1	-2.3	-12%	?	-5%	-3%	4%	1%	-2
CCN1CCC(=NNC(=O)c2ccco2)CC1	1.4	4%	4%	5%	-9%	-5%	0%	1
O=C(NC1CC1)C1CCN(C(=O)c2ccccc2Cl)CC1	2.0	9%	3%	4%	0%	0%	-1%	-3
CSc1c(SCc2ccccc2)cnn(-c2ccccc2)c1=O	3.6	-17%	-17%	-11%	?	-1%	?	4
CCn1c(SCC(=O)N/N=C(\C)c2ccncc2)nnc1-c1ccccc1	-0.4	-5%	0%	7%	1%	-9%	0%	7
Cc1oc(-c2ccccc2F)nc1CS(=O)(=O)CC(=O)NCc1ccco1	-2.8	-15%	-5%	5%	-9%	-8%	-1%	2
Cc1nc2scc(C)n2c(=O)c1S(=O)(=O)Nc1ccc(F)cc1	1.5	-4%	-4%[57.1 µM]	-6%	-2%	12%	11%	0
CC(NC(=O)COC(=O)c1ccc(N2CCCC2=O)cc1)c1ccc(F)cc1 (stereo not given)	1.3	1%	-4%	-8%	-8%	9%	2%	-4
O=C(NC1CCCCC1)C(c1ccc2ncccc2c1)N(Cc1ccc2c(c1)OCO2)C(=O)c1ccc2c(c1)OCCO2 (stereo not given)	0.1	-11%	-11%[57.1 µM]	-8%	-1%	6%	1%	-8

Nothing new here: 4 of the compounds above.
SMILES	CCT chaperon mod	EPAC1 antag	WRN helicase inh	EPAC2 antag	PLK1 PBD inh	EPAC1 ag	Mm-Cpn inhibitor	PI5P4Ka inh
CSc1ncccc1C(=O)OCC(=O)Nc1ccc(C)c(S(=O)(=O)N2CCOCC2)c1	-2.3	-12%	?	-5%	-3%	4%	1%	-2
CCN1CCC(=NNC(=O)c2ccco2)CC1	1.4	4%	4%	5%	-9%	-5%	0%	1
O=C(NC1CC1)C1CCN(C(=O)c2ccccc2Cl)CC1	2.0	9%	3%	4%	0%	0%	-1%	-3
CSc1c(SCc2ccccc2)cnn(-c2ccccc2)c1=O	3.6	-17%	-17%	-11%	?	-1%	?	4

Compound activity (PubChem)
